# Compound activity deposited in PubChem BioAssay by several laboratories.
# KCNQ1 block – inhibitors of human KCNQ1 channel, primary screen, cell-based, thallium flux, high-throughput. actives 1.3% (n = 310,000). CHO-K1 KCNQ1, FluxOR thallium flux fluorescence; stronger effect = higher value. B-score at 10 µM. AID 2642, 2010. Potassium voltage-gated channel subfamily KQT member 1 (Homo sapiens), P51787;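 active means compounds whose thallium flux B-score, printed positive for inhibition, exceeds three library SD while starting fluorescence stays within three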;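 further: channel opened by potassium depolarization with thallium stimulus after 20 min compound exposure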
# KCNQ1 act – potentiators or activators of KCNQ1 channel, primary screen, cell-based, thallium flux, high-throughput; Potassium voltage-gated channel subfamily KQT member 1 (Homo sapiens), P51787; CHO-K1 KCNQ1, thallium flux FluxOR fluorescence; stronger effect = higher value; B-score at 10 µM; actives 0.35% (n = 310,000); AID 2648, 2010;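 active means fluorescence ratio B-score, a plate-corrected score, at least three library SD, with initial intensity B-score within 5 SD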
#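 Medium – assay buffer, equal DMSO in all wells · Material – CHO-K1 cell line with stable KCNQ1 potassium channel expression · Signal – kinetic FluxOR thallium fluorescence, 10-s 1-Hz baseline, 110-s post-stimulus read · Compound – single concentration per compound, DMSO matched to controls · Schedule – 37 °C overnight plating, 90-min dark dye load, 20-min compound pretreatment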
# TRPC4 inh – inhibitors of mouse TRPC4 channel, primary screen, Fluo4 calcium, HEK293 TRPC4beta/mu-opioid cells. DAMGO-evoked Fluo4 calcium flux; stronger effect = lower value. B-score at 10 µM. actives 0.39% (n = 300,000);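 active means B-score over 3 SD under the library average, no early fluorescence shift, positive overall ratio signal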
# Target sequence (Q9QUQ5 whole entry, looked up): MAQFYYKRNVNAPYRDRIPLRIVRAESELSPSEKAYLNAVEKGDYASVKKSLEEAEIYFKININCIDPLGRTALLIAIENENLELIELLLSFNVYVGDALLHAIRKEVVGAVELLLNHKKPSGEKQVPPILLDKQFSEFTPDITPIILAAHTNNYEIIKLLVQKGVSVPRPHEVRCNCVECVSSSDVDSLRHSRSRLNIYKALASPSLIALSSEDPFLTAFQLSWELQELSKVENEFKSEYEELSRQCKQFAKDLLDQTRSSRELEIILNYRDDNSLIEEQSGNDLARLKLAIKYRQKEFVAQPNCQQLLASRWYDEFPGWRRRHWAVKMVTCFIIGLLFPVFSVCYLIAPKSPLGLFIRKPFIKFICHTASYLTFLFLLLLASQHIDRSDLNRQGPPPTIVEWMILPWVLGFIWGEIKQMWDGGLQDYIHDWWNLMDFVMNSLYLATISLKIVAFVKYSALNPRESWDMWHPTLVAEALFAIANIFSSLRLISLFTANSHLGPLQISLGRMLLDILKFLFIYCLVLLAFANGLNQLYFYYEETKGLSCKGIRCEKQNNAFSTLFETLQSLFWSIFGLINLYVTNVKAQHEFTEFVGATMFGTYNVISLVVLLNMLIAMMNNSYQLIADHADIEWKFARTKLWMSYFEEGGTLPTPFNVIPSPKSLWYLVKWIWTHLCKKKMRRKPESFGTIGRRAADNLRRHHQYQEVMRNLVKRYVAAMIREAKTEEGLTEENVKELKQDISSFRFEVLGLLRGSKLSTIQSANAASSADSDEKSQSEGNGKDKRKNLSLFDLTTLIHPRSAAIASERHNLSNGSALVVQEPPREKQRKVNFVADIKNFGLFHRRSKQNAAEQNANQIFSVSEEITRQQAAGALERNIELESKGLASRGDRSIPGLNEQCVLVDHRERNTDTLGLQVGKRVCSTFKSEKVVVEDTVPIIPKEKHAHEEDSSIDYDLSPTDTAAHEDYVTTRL
#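 Material: HEK293 cells with stable TRPC4beta plus mu-opioid receptor expression / Probe or stimulus: DAMGO in two steps, submaximal then maximal / Compound: single concentration per test compound / Technique: kinetic Fluo4 fluorescence imaging of calcium influx / Read-out: per-well B score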
# TRPC4 act – activators of mouse TRPC4 channel, primary screen, Fluo4 calcium, HEK293 TRPC4beta/mu-opioid cells. B-score at 10 µM. actives 0.49% (n = 310,000). Fluo4 calcium fluorescence; stronger effect = higher value;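 active means B-score above 5 SD of library B-scores, and initial fluorescence ratio not above library mean plus 5 SD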;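 further: positive B-score marks a calcium rise read as TRPC4 activation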
#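 Material: TRPC4beta and mu-opioid receptor HEK293 stable cells | Incubation: 45 min room-temperature Fluo4 loading, 110 s read | Detection: Kinetic Fluo4 calcium fluorescence | Measure: Integrated baseline-normalised fluorescence ratio, converted to per-well B score | Benchmarks: Low control buffer alone, high control maximal DAMGO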
# Platelet DG rel – inhibitors of platelet dense granule secretion, primary screen, cell-based, MLPCN, human platelets | human platelet-rich plasma, SFLLRN dense granule ATP release, luminescence | actives 0.22% (n = 300,000) | inhibition, %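 (compounds screened at 7.5 µM in platelet-rich plasma)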;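 active means mean replicate score, as percent of positive control, at or above 50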
# Dyrk1A ADPGlo – rat Dyrk1A kinase inhibitors, primary screen, biochemical, single point, plate reader; Dual specificity tyrosine-phosphorylation-regulated kinase 1A (Rattus norvegicus), Q63470; ADP-Glo luminescence, NFATc1 peptide; inhibition, % at 12.5 µM; actives 0.43% (n = 310,000); AID 504441, 2011; in the data active means inhibition above about 50%;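 further: plate controls were vehicle with enzyme for no effect and no enzyme for full effect; many of its hits are not listed in these tables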
# TRPC4 potent – positive allosteric modulators of TRPC4, primary screen, cell-based, mouse TRPC4beta, HEK293 mu-opioid, Fluo-4 calcium; DAMGO EC20, Fluo-4 Ca2+ flux; stronger effect = higher value; B-score at 10 µM; actives 0.42% (n = 310,000); AID 2227, 2009; Short transient receptor potential channel 4 (Mus musculus), Q9QUQ5;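 active means B-score of calcium response area above 5 SD of library B-scores, with initial fluorescence ratio within 5 SD of library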;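 further: B-score of integrated fluorescence ratio over time as area under calcium response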
# hERG protect – hERG rescue from dofetilide block, primary screen, cell-based, CHO-hERG, FluxOR thallium flux, dofetilide IC70; activation (rescue from dofetilide block), less the hit threshold, % at 10 µM; actives 0.51% (n = 310,000); dofetilide IC70 present;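 active means activation above the mean of controls blocked by dofetilide plus 5 SD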;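 further: thallium influx through hERG after potassium depolarization seen as dye fluorescence rise; in these data hits start at about 4.7%; inactives centre near -7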
# PolyA inhibitor – polyadenylation inhibitors in yeast reporter cells, primary screen, luminescence, S. cerevisiae; AID 1875, 2009; calls only at 12 µM; actives 0.02% (n = 300,000); S. cerevisiae SKY197-pL101 polyadenylation reporter, beta-gal luminescence; efflux-impaired pdr1/pdr3 knockout yeast; score 100 = 6 SD above DMSO;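 active means lowest replicate activity score at least 50, where 100 means six control SD above control mean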;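 further: yeast exposed to compound for 9 h at 30 °C; higher score means more reporter readthrough which indicates perturbed polyadenylation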
# KCNK3 inh – human KCNK3 channel inhibitors, primary screen, CHO cells, FluxOR thallium flux, B-score | Potassium channel subfamily K member 3 (Homo sapiens), O14649 | FluxOR fluorescence; stronger effect = lower value | B-score at 10 µM | actives 0.84% (n = 340,000) | AID 602410, 2012;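 active means B-score under library mean minus 4 SD, starting fluorescence ratio at most library mean plus 5 SD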;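 further: more negative B-score means stronger inhibition of thallium flux through KCNK3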
# KCNK9 inh – KCNK9 potassium channel inhibitors, primary screen, HEK293 cells, thallium flux | actives 1.2% (n = 310,000) | AID 488922, 2010 | B-score at 10 µM | FluxOR thallium flux fluorescence; stronger effect = lower value;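 active means ratio B-score over 3 SD below the library mean, with starting fluorescence within 5 SD of its mean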;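 further: negative B-score means less thallium flux so channel inhibition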
# * hit, by the source's call; i = inactive; . = not tested or not shown. An excerpt; rates above refer to the full screens.
SMILES,KCNQ1 block,KCNQ1 act,TRPC4 inh,TRPC4 act,Platelet DG rel,Dyrk1A ADPGlo,TRPC4 potent,hERG protect,PolyA inhibitor,KCNK3 inh,KCNK9 inh
O=C(c1ccco1)N1CCN(S(=O)(=O)c2ccc(S(=O)(=O)NC3CC3)cc2)CC1,i,i,i,i,-1.4,-0.4,i,2.9,i,i,i
COc1cc(C(=O)COC(=O)C2CCN(c3ccc(C(F)(F)F)cn3)CC2)ccc1OC(F)F,6*,i,i,i,1.5,0.9,i,-16.6,i,i,i
COc1ccc(C2=C/C(=C\c3cccc(OC(C)=O)c3)C(=O)O2)cc1,i,i,i,i,-7.1,0.0,i,-11.8,i,i,i
CC(=O)c1ccc(NC(=O)CC2S/C(=N/N=C3CCCCCC3)NC2=O)cc1 (stereo not given),i,i,i,i,-5.0,.,i,-7.8,i,i,i
CCCCCC1CC(CC(=O)Nc2ccc([N+](=O)[O-])cc2)OC1=O (stereo not given),i,i,i,i,-0.3,.,i,-1.2,i,i,i
CCOC(=O)c1ccc(NC(=O)c2ccc3c(c2)C(=O)N(CC2CCCO2)C3=O)cc1 (stereo not given),i,i,i,i,8.2,1.3,i,-7.1,i,i,i
COc1ccccc1N1CCN(S(=O)(=O)c2ccc(-c3ccc(=O)[nH]n3)o2)CC1,i,i,i,i,8.2,.,i,-9.8,i,i,i
COCCCn1c(C(=O)N2CCOCC2)cc2c(=O)n3ccccc3nc21,i,i,i,i,5.3,6.5,i,-6.0,i,i,i
COc1ccc(OC)c(S(=O)(=O)Nc2cccc3ccc(O)cc23)c1,i,i,i,i,3.1,3.4,i,-2.8,i,i,i
Cc1cc(C)cc(Oc2c(C(F)(F)F)oc3cc(OCC(=O)O)ccc3c2=O)c1,i,i,i,i,-4.5,5.5,i,-4.1,i,i,i
Cc1cc(C)c(NC(=O)CSc2nnc(-c3ccco3)n2N)c(C)c1,i,i,i,i,6.6,-0.9,i,-7.5,i,i,i
Cn1c(SCc2ccccc2)nc2c1c(=O)[nH]c(=O)n2C,i,i,i,i,-3.8,2.6,i,-5.6,i,i,i
Cc1nc2nc(-c3ccccc3)[nH]n2c(=O)c1C,i,i,i,i,4.5,1.6,i,-11.2,i,i,i
Nc1nc(SCC(=O)Nc2ccccc2Sc2ccccc2)n[nH]1,i,i,i,i,1.3,0.7,i,-7.6,i,i,i
CCOC(=O)C1=C(CSc2nc(CC)c(C)cc2C#N)OC(N)=C(C#N)C1c1ccccc1 (stereo not given),i,i,i,i,8.4,6.8,i,-6.5,i,-9.79*,i
CCOn1c(=O)c(C)[n+]([O-])c2ccccc21,i,i,i,i,0.3,6.2,i,2.4,i,i,i
COc1ccc(CCNC(=O)C(=O)c2c(C)n(C)c3ccccc23)cc1OC,i,i,i,i,4.4,2.8,i,-3.4,i,i,i
COc1cc(CCC(=O)OCC(=O)NCc2ccc(Cl)cc2)cc(OC)c1OC,i,i,i,i,-0.6,-2.2,i,-3.9,i,i,i
O=C(N1CCN(c2ccccc2)CC1)C(F)(F)C(F)(F)F,i,i,i,i,10.3,-3.2,i,-9.0,i,i,i
Cc1cc(C(=O)CSc2nn(-c3ccccc3)c(=S)s2)c(C)n1Cc1ccco1,i,i,i,i,-1.1,57.3*,i,-13.9,i,i,i
CC1(C(=O)NC23CC4CC(CC(C4)C2)C3)CC1(Cl)Cl (stereo not given),i,i,i,i,-0.1,3.5,i,-11.1,i,i,i
COc1ccc(/C=C2\CCCc3c2nc2ccc(C)cc2c3C(=O)O)cc1O,i,i,i,i,0.0,-6.1,i,-14.1,i,i,i
CN(CC(=O)Nc1ccc(Cl)cc1)C(=O)c1ccc(NS(=O)(=O)c2ccc3[nH]c(=O)[nH]c3c2)cc1,i,i,i,i,-3.3,5.3,i,-7.1,i,i,i
CN(NC(=O)c1ccccc1F)c1ccc([N+](=O)[O-])cn1,i,i,i,i,-2.0,-0.1,i,0.9,i,i,i
Cc1cc(NC(=O)CSc2nc(=O)n3cccc(C)c3n2)no1,i,i,i,i,-0.6,6.3,i,-14.6,i,i,i
CCCOC(=O)c1ccc(Cl)c(NC(=O)c2ccc(-c3ccccc3)cc2)c1,i,i,i,i,-4.2,-5.4,i,-0.5,i,i,i
COC(=O)CN1C(=O)[C@H]2[C@@H](C3CC3)N3C(=O)CN(Cc4ccccn4)C(=O)[C@@]3(Cc3ccccc3)[C@H]2C1=O,i,i,i,i,-1.5,.,i,0.9,i,i,i
O=C(Nc1cccc(-c2nnn(CC(=O)N3CCc4ccccc4C3)n2)c1)C1CCC1,i,i,i,i,-2.4,-2.8,i,-11.1,i,i,i
Cc1nc(NCCCO)c(C#N)c2c1COC(C)(C)C2,i,i,i,i,-3.1,7.0,i,-10.7,i,i,i
S=c1nc(-c2sccc2OCc2ccc(Cl)cc2Cl)[nH][nH]1,i,i,i,i,-1.9,3.7,i,-9.2,i,i,i
O=C(CCc1ccccc1)NNC(=S)NC(=O)c1ccc(Cl)cc1,i,i,i,211*,-5.8,.,i,-4.8,i,.,i
COc1cc(/C=C2\Oc3cc(O)ccc3C2=O)ccc1O,i,i,i,i,5.0,92.5*,i,-28.3,.,i,i
Cc1cc(N2C(=O)c3ccccc3C2=O)n(C)n1,i,i,i,i,-0.2,.,i,-0.6,i,i,i
CC(=O)N1c2ccc(S(=O)(=O)N3CCC(C(=O)N4CCCC(C)C4)CC3)cc2CC1C (stereo not given),i,i,i,i,-5.9,-2.2,i,-5.1,i,i,i
CCOc1ccccc1NC(=O)Cn1nnc(C(=O)NCc2ccco2)c1N,i,i,i,i,.,2.9,i,1.6,i,i,i
Cn1cnnc1SCC(=O)c1cc2ccccc2oc1=O,i,i,i,i,0.7,13.4,i,1.4,i,i,i
Cc1ccccc1N1C(=O)Cc2ccccc2C1=O,i,i,i,i,2.5,0.0,i,-5.9,i,i,i
N=c1c(C(=O)NCc2ccco2)cc2c(=O)n3ccccc3nc2n1CC1CCCO1 (stereo not given),i,i,i,i,-1.0,9.5,i,-7.1,i,i,i
CN(C)c1cccc2c1c(NC(=O)Nc1ccc(F)cc1F)nn2C,i,i,i,i,1.9,.,i,-3.2,i,i,i
CC(C)NC(=O)Cc1ccc(Br)cc1,i,i,i,i,-2.3,-2.2,i,-12.2,i,i,i
C/C(=C\c1ccccc1)C(=O)Nc1ccc(Cl)cn1,i,i,i,i,.,14.9,i,-6.1,i,i,i
O=C(C1=C(Nc2ccccc2)c2ccccc2S(=O)(=O)N1)c1ccccc1,i,i,i,i,-6.6,0.9,i,-4.0,i,i,i
CC(=O)OCC1OC(n2cc(F)c(=O)[nH]c2=O)C(OC(C)=O)C1OC(C)=O (stereo not given),i,i,i,i,-2.0,-5.1,i,-8.0,i,i,i
CC(C)(C)NC(=O)c1ccc(Cn2cc(C(F)(F)F)ccc2=O)cc1,i,i,i,i,0.3,-4.8,i,-10.9,i,i,i
CCc1cccc(OCC(=O)Nc2ccccc2N2CCCC2)c1,i,i,i,i,-3.6,-0.3,i,-10.1,i,-9.11*,i
Cc1ccc(OCc2cc(C(=O)N3CCN(C4CCCC4)CC3)no2)cc1C,i,i,i,i,-1.0,-3.1,i,-9.4,i,i,i
COc1ccc(CCNC(=O)CCNC(=O)c2ccc(Cl)cc2)cc1OC,i,i,i,i,4.3,-7.1,i,-7.4,i,i,i
CCOC(=O)C(Cc1c(F)cccc1Cl)c1ccno1 (stereo not given),i,i,i,i,-2.9,2.8,i,-9.8,i,i,i
O=C(OC(C(=O)NC1CCCC1)c1ccc(F)cc1)c1ccno1 (stereo not given),i,i,i,i,-4.6,-1.9,i,-9.4,i,i,i
S=C(NCc1ccc(Cl)c(Cl)c1)Nc1ccc2c(c1)OCO2,i,i,i,i,1.7,3.6,i,-9.9,i,i,i
COc1ccccc1NC(=O)N1CCCC1C(=O)NCC1CCCO1 (stereo not given),i,i,i,i,1.3,-1.9,i,-9.2,i,i,i
Cc1nc(SCC(=O)c2ccccc2)c([N+](=O)[O-])[nH]1,i,i,i,i,4.3,-0.2,i,-11.9,i,i,i
CC(SCc1ccccc1)C(=O)Nc1ccc2c(c1)OCO2 (stereo not given),i,i,i,i,3.7,-8.9,i,-6.3,i,i,i
CCOC(=O)c1ccc2[nH]c3c(c2c1)CCCCC3=O,i,i,i,i,-0.4,21.3,i,-5.2,i,i,i
O=C(CNCc1cccs1)NC12CC3CC(CC(C3)C1)C2,i,i,i,i,-2.3,0.6,i,-4.9,i,i,i
CC(C(=O)Nc1ccc(C#N)cc1)N(C)Cc1cccs1 (stereo not given),i,i,i,i,2.5,-5.9,i,-9.1,i,i,i
Cc1cc(C(=O)CSc2cccc[n+]2[O-])c(C)n1-c1ccc(Br)cc1,i,i,i,i,12.6,.,i,-4.3,i,.,i
COc1ccc(CCNC(=O)CSc2nc(-c3ccc(OC)c(OC)c3)ccc2C#N)cc1,i,i,i,i,-5.9,-6.5,i,-6.6,i,i,i
Cc1cccc(OCC(=O)NCCCNC(=O)c2cnccn2)c1,i,i,i,i,-7.6,-2.5,i,-4.1,i,i,i
COc1cc(/C=C(\C#N)c2nc3c(s2)CC(C)CC3)ccc1O (stereo not given),i,i,i,i,4.2,47.2,i,-7.3,i,i,i
